Compound activity from PubChem BioAssay.
V-ATPase pHluor – alters yeast V-ATPase proton transport; AID 504577; hit rate 0.37% among 350,000; response, % at 10 µM; S. cerevisiae, pHLuorin cytosolic pH fluorescence; in the data active = response mostly above about 7.3%, no sharp cut-off; inactive = mostly below about 5.4%; note: actives read high; inactives centre near 0; some compounds called inactive have numbers as strong as hits; reference of the scale not given here
OPRM1-OPRD1 inv – mu-delta opioid heterodimer inverse agonism | P35372+P41143 | cell-based MOR-DOR heterodimer luminescence | inhibition, % at 9.3 µM | hit rate 0.21% among 340,000; in the data active = inhibition above about 22%, passing the limit was not always enough;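 note: 0% = cells with DMSO and 100% = wells without cells with DMSO; values of inactives mirror those of a sister screen read the other way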
Target sequence (P35372 whole entry, looked up): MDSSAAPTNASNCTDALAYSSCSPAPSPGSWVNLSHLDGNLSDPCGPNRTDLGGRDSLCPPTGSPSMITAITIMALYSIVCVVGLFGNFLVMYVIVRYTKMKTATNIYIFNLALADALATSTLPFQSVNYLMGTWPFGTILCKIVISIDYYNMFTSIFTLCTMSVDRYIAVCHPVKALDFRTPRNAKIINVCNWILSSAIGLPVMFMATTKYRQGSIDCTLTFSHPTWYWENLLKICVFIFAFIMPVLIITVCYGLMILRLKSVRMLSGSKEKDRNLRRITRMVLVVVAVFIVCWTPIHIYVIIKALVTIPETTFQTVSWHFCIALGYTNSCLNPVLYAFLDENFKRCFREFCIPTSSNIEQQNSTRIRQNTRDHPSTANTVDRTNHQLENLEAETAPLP
Target sequence (P41143 whole entry, looked up): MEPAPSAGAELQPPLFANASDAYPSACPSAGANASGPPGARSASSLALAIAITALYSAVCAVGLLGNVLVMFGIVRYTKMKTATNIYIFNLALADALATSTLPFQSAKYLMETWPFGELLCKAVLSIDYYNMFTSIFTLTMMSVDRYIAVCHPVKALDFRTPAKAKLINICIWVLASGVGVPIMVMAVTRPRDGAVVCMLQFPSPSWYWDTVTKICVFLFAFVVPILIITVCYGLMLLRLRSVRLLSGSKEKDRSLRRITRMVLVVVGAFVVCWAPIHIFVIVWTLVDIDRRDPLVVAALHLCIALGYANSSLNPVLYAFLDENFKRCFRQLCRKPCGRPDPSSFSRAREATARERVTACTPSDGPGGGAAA
LANA DNA inh – blocks KSHV LANA C-terminal domain binding to DNA | MBP-C-LANA/FAM-LBS DNA binding, fluorescence polarization | inhibition, % at 9 µM | hit rate 0.078% among 340,000 | AID 504423;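 active = highest replicate inhibition at or above 60% at 9 µM, even if other replicates fall short; inactive = all replicates below 60% inhibition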;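 note: 0% = neutral control wells and 100% = 4 µM acridine orange control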
CAL-PDZ inh HTS – CAL PDZ (human) peptide binding inhibition; hit rate 0.92% among 300,000; AID 602252; Q9HD26; inhibition, % at 24.9 µM; purified CAL PDZ, TMR-peptide fluorescence polarization, 1 h;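 active = mean inhibition of at least 30% with at least half of replicates also reaching 30%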;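 note: 0% = DMSO neutral control and 100% = excess unlabeled competitor peptide PRC23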
RTF Ca sens act – cardiac RTF calcium sensitization; P19429+P45379; activation, % at 7.2 µM; hit rate 0.24% among 340,000; IANBD-labeled TnC RTF fluorescence at EC20 calcium; 0% EC20 calcium, 100% full calcium; AID 493008;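 active = activation above the mean over all tested compounds plus 3 SD, cut at about 30% in these data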;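 note: rise in fluorescence read as greater calcium sensitivity of cardiac thin filaments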
RTF Ca sens inh – cardiac RTF calcium desensitization. IANBD-labeled cardiac RTF, Ca2+ fluorescence. inhibition, % at 7.15 µM. hit rate 0.12% among 340,000;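 active = inhibition above the mean inhibition of all tested compounds plus 3 SD, cut at about 17% in these data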;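 note: assay run at fixed EC70 calcium of 1.6 mM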
OPRM1-OPRD1 ag – agonists of human mu-delta opioid receptor heterodimerization | cells, OPRM1-OPRD1 heterodimerization, luminescence | hit rate 0.3% among 340,000 | activation, % at 9.3 µM; in the data active = activation above about 18%;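 note: 0% = vehicle-treated cells and 100% = reference agonist; values of inactives mirror those of a sister screen read the other way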
HTR5A inv ag – HTR5A inverse agonism, opioid heterodimer counter-screen; P47898; HTR5A cell line, luminescence; inhibition, % at 9.3 µM; hit rate 0.083% among 340,000; in the data active = inhibition mostly above about 23%, no sharp cut-off; inactive = mostly below about 18%;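 note: 0% = cells with DMSO and 100% = no-cell wells with DMSO; some compounds called inactive have numbers as strong as hits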
Keap1-Nrf2 PPI – disrupts human Keap1 binding to Nrf2 peptide. Keap1 Kelch-Nrf2 peptide fluorescence polarization, 1536-well. Q14145. inhibition, % at 9.4 µM. hit rate 0.15% among 340,000. AID 504523; in the data active = inhibition above about 12%;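 note: human Keap1 Kelch domain with fluorescein labeled Nrf2 9mer peptide probe; 0% = neutral control wells and 100% = peptide positive control; higher means more block of Keap1 binding to Nrf2 peptide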
HTR5A ag ctr – activates human HTR5A in OPRM1-OPRD1 agonist counter-screen. activation, % at 9.3 µM. hit rate 0.61% among 340,000. HTR5A agonist assay, luminescence, cell-based. P47898; in the data active = activation mostly above about 9.5%, no sharp cut-off; inactive = mostly below about 7.6%;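 note: 0% = cells with vehicle only and 100% = reference agonist; strong numbers were not always called active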
The depositor's hits bear a star; / = not tested or not shown; & = joins results of further samples; ! = not active in a repeat.

SMILES	V-ATPase pHluor	OPRM1-OPRD1 inv	LANA DNA inh	CAL-PDZ inh HTS	RTF Ca sens act	RTF Ca sens inh	OPRM1-OPRD1 ag	HTR5A inv ag	Keap1-Nrf2 PPI	HTR5A ag ctr
CCOC(=O)C1(CCOc2ccccc2)CCN(Cc2ccc(OCCO)cc2)CC1	4	-3	0.0	/	2	-8	0.6	-12	-1	4
COc1cc(CNC2CCCC2)cc(Cl)c1OCc1ccc(F)cc1	3	-75	2.2	-4	5	-6	13	-24	-5	5
C=CCn1c(SCC(=O)/C(C#N)=C(\C)N)nc2sc(CC)cc2c1=O	2&-1	10&12	-3.1&-1.0	40*!	2&4	-7&-5	-2.0&-2.2	14&12	-3&1	-4&2
CC1(C)CC(=O)C(C(=O)c2ccccc2)C(=O)C1	0	6	-1.2	4	5	6	-1.1	-4	-4	1
CCN1CCN(S(=O)(=O)c2cc(OCC(=O)NC3CCCCC3)c(C)cc2Cl)CC1	3	-21	-1.6	0	-7	13	3.7	-1	-5	2
O=C(CSc1nnc(CNc2ccccc2)o1)N1CCN(C(=O)c2ccco2)CC1	0	8	0.9	-3	-13	2	-1.3	-8	-1	1
O=C(Cn1nnc(-c2ccc3c(c2)OCO3)n1)NCc1ccco1	-2	7	-1.1	-1	0	2	-1.2	-17	-6	1
COc1ccc(NC(=O)CCNS(=O)(=O)c2ccc3c(c2)CCC(=O)N3)cc1	0	0	-0.7	1	-3	-13	0.0	8	2	0
Cc1ccc(/C=N/OC(=O)c2c(C)noc2-c2snnc2C)cc1	-11	9	0.0	-2	6	-6	-1.7	9	1	0
OCCCNC(=S)Nc1ccc(Nc2ccccc2)cc1	-1	8	0.8	-2	-5	-5	-1.6	9	0	-2
CCO[C@H]1OC(C(=O)NCc2nc3ccccc3[nH]2)=C[C@@H](C2CC2)[C@@H]1CCCO	-3	15	1.1	6	-3	-5	-2.7	-6	-7	4
COC(=O)c1[nH]c2cccc(C)c2c1NC(=O)CN1CCN(C(=O)c2ccco2)CC1	-2	4	2.5	1	-2	-1	-0.9	-21	4	0
CSC1=NCCN1S(=O)(=O)c1ccc(C)cc1	-1	17	0.3	-8	-8	9	-3.3	-25	-4	10
COc1cnn(-c2ccccc2)c(=O)c1OC	6	2	-1.2	2	12	2	-0.4	-11	-2	3
COC(=O)CN1C(=O)Nc2ccc(Cl)cc2C1c1ccccc1 (configuration not stated)	-4	4	-2.0	0	-1	-3	-0.9	-12	-3	3
CCc1nnc(NC(=O)CSc2nc(-c3ccccc3)nc3ccccc23)s1	1	6	-1.2	-1	5	-1	-1.1	-2	-5	1
CCOc1ncccc1C(=O)Nc1cc(S(=O)(=O)N2CCCCC2)ccc1Cl	4	3	-1.0	4	3	-13	-0.7	5	3	-2
CCS(=O)(=O)c1nc(S(=O)(=O)c2ccc(Cl)cc2)c(NCCOC)s1	1	18	0.6	-1	10	-7	-3.8	-9	-3	3
Cc1cc2ncn(CCC(=O)NC(C)(C)C)c2cc1C	-3	16	-1.6	1	3	-7	-3.2	-12	-1	4
Nc1c(Cl)ncnc1N/N=C/c1cccc(O)c1	-1	1	2.1	/	-3	-8	-0.3	10	-2	-2
Nc1cccc(Oc2ccc3c(c2)C(=O)N(CC2CCCO2)C3=O)c1 (configuration not stated)	2	-9	0.3	20	1	-3	1.7	-3	1	0
NC(=O)c1sc2nc(-c3ccco3)ccc2c1N	0	-10	1.1	0	1	-9	2.0	6	4	-3
CC(=O)N/C(=C\c1ccccc1)C(=O)Nc1ccccc1C	-1	5	-1.1	-3	-5	-12	-0.7	13	-2	1
Clc1ccc(C2Nc3cccc4cccc(c34)N2)cc1	-6	0	-0.5	/	5	-11	-0.1	3	-1	15*
Cc1cc(C)c(C)c(S(=O)(=O)N2CCN(c3ccc(O)cc3)CC2)c1C	1	-24	1.3	/	3	-7	4.7	9	-4	-1
COc1ccc2c(c1)[nH]c1c(=O)n(CC3CCCO3)cnc12 (configuration not stated)	5	8	-1.1	3	5	-3	-1.5	13	-1	-5
CN(CCC#N)C(=O)COC(=O)c1ccc(CNS(=O)(=O)c2ccc(F)c(Cl)c2)cc1	4	4	-0.1	1	4	2	-0.8	15	-4	-6
CN(CC(=O)NC(=O)NCc1ccccc1)CC(=O)Nc1ccc(Cl)c(Cl)c1	-2	-13	-0.4	-1	5	-1	3.0	7	-1	-3
Cc1ccc(NC(=O)c2ccc(S(=O)(=O)N3CC(C)CC(C)C3)cc2)cc1S(=O)(=O)N1CCOCC1 (configuration not stated)	-1	-1	0.9	-3	-2	-4	0.3	0	-4	-3
C[N+]12CCC(CC1)C(OC(=O)C(O)(c1ccccc1)c1ccccc1)C2 (configuration not stated)	-6	6	-1.2	-2	4	-5	-1.0	-16	8	-2
Cc1ccc(S(=O)(=O)NC(CC(C)C)C(=O)N2CCN(C/C=C/c3ccccc3)CC2)cc1 (configuration not stated)	7	-14	-2.4	-7	5	-9	3.6	3	0	-1
CCOC(=O)c1c(C)[nH]c(C)c1C(=O)Cn1nnc(-c2ccccc2C)n1	-1	1	2.2	-5	-6	-6	-0.1	-5	-2	-1
O=C(NC1=NCCS1)NC12CC3CC(CC(C3)C1)C2	-3	2	0.7	-15	-3	-2	-0.4	17	-2	-1
CC(NC(=O)C1CCC1)c1ccccc1 (configuration not stated)	-2	11	0.9	-2	-2	10	-1.8	12	1	-5
CCOC(=O)C(Cc1ccc(OC)c([N+](=O)[O-])c1)NC(=O)CCC(=O)Nc1ccc(C)cc1 (configuration not stated)	-3	7	0.3	2	-2	0	-1.6	1	6	0
COc1cc(O)c(C=Nc2ccccc2NS(=O)(=O)c2ccc(C)cc2)c(OC)c1	-4	9	-1.2	-30	-5	-2	-2.1	-7	2	2
CCn1c(CNC(=O)C2CCCCC2)cc2cc(C)ccc21	-2	5	/	-4	-6	1	-1.1	-14	-1	4
Cc1c(OCC(=O)NC(Cc2ccc(Cl)cc2)C(=O)O)ccc2c1oc(=O)c1ccccc12 (configuration not stated)	4	13	-0.2	-6	3	0	-2.5	-4	-5	-3
Cc1cccn2c(=O)c3cc(C(=O)NCC4CCCO4)c(=N)n(Cc4ccc(F)cc4)c3nc12 (configuration not stated)	3	18	-0.3	7	1	-2	-3.5	-3	-5	2
CN(Cc1ccccc1)S(=O)(=O)c1nnc(NC(=O)c2ccc(F)cc2)s1	-2	14	1.7	-5	-2	-1	-2.6	-1	0	1
O=C(NC1CCCC1)c1ccc(Cl)c(S(=O)(=O)N2CCOCC2)c1	-2	4	-0.4	-2	-3	-15	-0.7	-6	3	4
C/C=C/C(=O)Nc1ccc(N2CCN(c3ccc(C(F)(F)F)cn3)CC2)nc1	-6	0	-2.5	-1	8	-5	-0.1	-13	-2	3
CC(=O)Nc1ccc(/C=N/NS(=O)(=O)c2cc(C)ccc2C)cc1	-3	16	0.2	-3	0	2	-3.1	-7	1	6
O=C(OCc1nnc(-c2ccccc2)o1)C1CCN(S(=O)(=O)c2cccs2)CC1	-2	11	0.3	4	0	2	-2.1	-2	2	5
O=C(CN1C(=O)c2ccccc2S1(=O)=O)N1CCCCC1	-4	-8	0.0	-2	-6	12	1.1	-26	0	9

An excerpt from above in order of SMILES length, low to high:
SMILES	V-ATPase pHluor	OPRM1-OPRD1 inv	LANA DNA inh	CAL-PDZ inh HTS	RTF Ca sens act	RTF Ca sens inh	OPRM1-OPRD1 ag	HTR5A inv ag	Keap1-Nrf2 PPI	HTR5A ag ctr
CN(Cc1ccccc1)S(=O)(=O)c1nnc(NC(=O)c2ccc(F)cc2)s1	-2	14	1.7	-5	-2	-1	-2.6	-1	0	1
CCOC(=O)c1c(C)[nH]c(C)c1C(=O)Cn1nnc(-c2ccccc2C)n1	-1	1	2.2	-5	-6	-6	-0.1	-5	-2	-1
C/C=C/C(=O)Nc1ccc(N2CCN(c3ccc(C(F)(F)F)cn3)CC2)nc1	-6	0	-2.5	-1	8	-5	-0.1	-13	-2	3

The results go on:
SMILES	V-ATPase pHluor	OPRM1-OPRD1 inv	LANA DNA inh	CAL-PDZ inh HTS	RTF Ca sens act	RTF Ca sens inh	OPRM1-OPRD1 ag	HTR5A inv ag	Keap1-Nrf2 PPI	HTR5A ag ctr
CCOc1cc(S(=O)(=O)N(CC)CC)c(OCC)cc1-n1cnnn1	14	-7	-2.0	-2	-4	-8	1.2	32	0	-1
Cc1ccccc1NC(=S)NCc1cccs1	-3	3	-1.8	-5	-1	-3	-0.7	15	1	-1
Cc1ccc(C(=O)Nc2ccccc2C(=O)NC(CC(=O)O)C(=O)O)cc1 (configuration not stated)	2	-12	2.2	-3	9	-7	1.9	-7	-8	3
Cc1cccc(OCc2nc(-c3ccc(Br)o3)no2)c1	2	-11	0.1	2	-1	-11	2.3	8	-3	1
COc1ccc(C2c3c(oc4ccccc4c3=O)C(=O)N2c2ccccn2)cc1 (configuration not stated)	2	18	-1.4	0	0	-8	-3.6	12	-3	-5
CNS(=O)(=O)c1cc(-c2nnc(Nc3ccc(NC(C)=O)cc3)c3ccccc23)ccc1C	0	15	0.5	-1	1	-4	-3.1	17	-5	-5
Cc1cccc(SCC(=O)Nc2ccccc2[N+](=O)[O-])c1	0	-10	-1.0	-2	1	-1	2.0	0	-1	0
C=C(C)CSC1=C(C#N)C(c2ccccc2)CC(=O)N1 (configuration not stated)	0	21	-1.1	-5	10	-7	-4.6	-25	-2	3
Cc1cccc(C)c1OCC(=O)Nn1c(=O)[nH]c2ccccc2c1=O	-2	7	0.9	-1	0	-4	-1.4	5	1	-2
COc1ccccc1NC(=O)CN1CCN(c2ccccc2F)CC1	-2	-8	-0.7	0	5	6	1.8	-20	-4	4
COc1ccc(N=C2NC(=O)/C(=C/c3ccco3)S2)cc1	2	4	1.1	/	6	-5	-0.8	-18	2	1

Of the compounds above, 4 contain an aryl thioether with sulfur outside any ring:
SMILES	V-ATPase pHluor	OPRM1-OPRD1 inv	LANA DNA inh	CAL-PDZ inh HTS	RTF Ca sens act	RTF Ca sens inh	OPRM1-OPRD1 ag	HTR5A inv ag	Keap1-Nrf2 PPI	HTR5A ag ctr
C=CCn1c(SCC(=O)/C(C#N)=C(\C)N)nc2sc(CC)cc2c1=O	2&-1	10&12	-3.1&-1.0	40*!	2&4	-7&-5	-2.0&-2.2	14&12	-3&1	-4&2
O=C(CSc1nnc(CNc2ccccc2)o1)N1CCN(C(=O)c2ccco2)CC1	0	8	0.9	-3	-13	2	-1.3	-8	-1	1
CCc1nnc(NC(=O)CSc2nc(-c3ccccc3)nc3ccccc23)s1	1	6	-1.2	-1	5	-1	-1.1	-2	-5	1
Cc1cccc(SCC(=O)Nc2ccccc2[N+](=O)[O-])c1	0	-10	-1.0	-2	1	-1	2.0	0	-1	0
